# KOR beta-arrestin-1: kappa opioid receptor activators – cell-based, luminescence, uHTS, primary screen (AID 1777); activation, % at 10 µM; hits with a dose series show EC50 in µM; 280,000 tested, 0.02% active; KOR beta-arrestin recruitment, luminescence; higher % means a stronger effect; in the data active = activation above about 50%, passing the limit was not always enough; also: a part of the inactive calls stands beside numbers as strong as those of hits
# human PMI inhibitors: MPI inhibition at elevated mannose 6-phosphate – biochemical, fluorescence intensity, high mannose 6-phosphate, primary screen (AID 1220). 190,000 tested, 0.66% active. inhibition, % at 20 µM, or IC50 in µM where a hit was titrated. recombinant PMI enzyme, coupled fluorescence intensity; higher % means a stronger effect
# PMI inhibitors: inhibitors of human PMI, primary screen, biochemical, fluorescence intensity, coupled assay (AID 1209) | one-dose inhibition, % at 20 µM; IC50 in µM for titrated hits | purified PMI enzyme, coupled fluorescence intensity; higher % means a stronger effect | 190,000 tested, 0.42% active;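 also: plate controls were DMSO vehicle for no effect and wells lacking substrate for full effect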
# NOD1 inhibition: NOD1 signaling inhibitors, primary screen, cell-based, luminescence, uHTS (AID 1578); NOD1-driven NF-kB luciferase reporter cells, luminescence; higher % means a stronger effect; inhibition, % at 4 µM, or EC50 in µM where a hit was titrated; 290,000 tested, 1% active; in the data active = inhibition mostly above about 36%, no sharp cut-off; inactive = mostly below about 34%;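 also: HEK-293T reporter cells stimulated with the NOD1 agonist gamma-tri-DAP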
# LYP phosphatase: PTPN22 lymphoid phosphatase activity blockers – biochemical, fluorescence intensity, uHTS (AID 1779); 290,000 tested, 0.054% active; inhibition, % at 11.5 µM; hits with a dose series show IC50 in µM; recombinant LYP phosphatase, fluorescence intensity; higher % means a stronger effect;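 also: plate controls were vehicle with enzyme for no effect and no enzyme for full effect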
# XIAP displacement: small molecules displacing peptide from XIAP – biochemical, IAP family, fluorescence polarization (AID 1018); one-dose displacement, % at 20 µM; IC50 in µM for titrated hits; XIAP BIR domain, fluorescence polarization peptide displacement; higher % means a stronger effect; 200,000 tested, 0.007% active; in the data active = displacement above about 50%; also: a part of the inactive calls stands beside numbers as strong as those of hits
# KOR beta-arrestin-2: KOR antagonists, beta-arrestin recruitment, cell-based, luminescence, uHTS (AID 1778); 290,000 tested, 0.091% active; one-dose inhibition, % at 10 µM; IC50 in µM for titrated hits; KOR beta-arrestin recruitment, luminescence, antagonist mode; higher % means a stronger effect; also: strong numbers were not always called active
# HEK293 NOD2/NF-kB: inhibition of NOD2-driven NF-kB reporter – cell-based, luminescence, uHTS, HEK293 (AID 1566); HEK293 NOD2/NF-kB luciferase reporter, luminescence; higher % means a stronger effect; inhibition, % at 4 µM, or EC50 in µM where a hit was titrated; 290,000 tested, 0.63% active; also: many of its hits are not listed in these tables
# TNAP activators: human TNAP enzyme activators, primary screen, biochemical, luminescent, no phosphate acceptor, uHTS (AID 1001) | one-dose activation fold at 20 µM; EC50 in µM for titrated hits | purified TNAP, luminescent activation assay, no phosphate acceptor; higher activation fold means a stronger effect | 200,000 tested, 0.03% active; in the data active = activation fold from about 3, or a potency from the dose series; inactive = the rest, 99 in 100 with activation fold below about 1.6; also: many of its hits are not listed in these tables
# * marks the source's active call; other numbers are inactive results; / = not tested or not shown; [ ] = another dose, or the depositor's remark. Rule as the data show it, unless noted: active = inhibition above about 50%; inactive = the rest.
item	structure	KOR beta-arrestin-1	human PMI inhibitors	PMI inhibitors	NOD1 inhibition	LYP phosphatase	XIAP displacement	KOR beta-arrestin-2	HEK293 NOD2/NF-kB	TNAP activators
1	CC(=O)c1ccc(N/C=C\C(=O)c2ccc(C)cc2)cc1	-0.5%	-10%	-7%	-44%	2%	-1.1%	5%	-88%	1.1
2	Cc1cc(N2CCCC2)nc(-c2ccccc2O)n1	9.8%	-5%	-4%	-2%	-11%	-2.0%	-7%	6%	1.1
3	Cc1sc(NC(=O)Cc2ccc3c(c2)OCO3)nc1-c1ccc2c(c1)CCN2C(=O)c1ccccc1F	-3.7%	15%	19%	2%	1%	-5.3%	9%	4%	1.2
4	COc1cc(CNc2ccc(N3CCCC3)cc2)cc(Cl)c1OC	/	/	77%*	-23%	-14%	29%	-92%[20 µM]	5%	0.9
5	O=C(Cn1cncn1)NCCCc1ccccc1	-2.7%	2%	4%	-8%	-6%	-6.6%	14%	20%	1
6	COc1cc(C(=S)N2CCCC2)ccc1OCC(N)=O	-1.5%	/	/	-30%	-8%	/	-12%	9%	/
7	COc1cc(/C=N/NC(=O)COc2cccc(F)c2)ccc1OS(=O)(=O)c1ccc(C)cc1	4.7%	14%	6%	68%	4%	-8.1%	16%	3%	1
8	COc1ccc(CNC(=O)c2cc(-c3ccccc3O)n[nH]2)cc1	-0.1%	2%	3%	-19%	54%*	2.3%	-29%	9%	/
9	CC(=O)Nc1nc(SCC(=O)NCC2CCCO2)[nH]c(=O)c1NC(=O)c1cccs1 (configuration not stated)	-4.2%	1%	-19%	-4%	-5%	-8.7%	-19%	10%	1
10	O=C(C1=C[C@H](C2CCCCC2)C[C@H](OCCCCO)O1)N1CCOCC1	-5.9%	-5%	-4%	10%	-9%	-5.9%	5%	4%	1.1
11	O=C(c1ccc(-n2cnnn2)cc1)N1CCN(C(c2ccccc2)c2ccccc2)CC1	12%	10%	15%	-13%	-5%	-2.1%	20%	-27%	1
12	CCOC(=O)C1CCN(Cc2ccc(F)c(Br)c2)CC1	-1.0%	-5%	-7%	-18%	-3%	-3.3%	-16%	-16%	1
13	Cn1c(=O)[nH]c(=O)c2c1nc(CN1CCN(c3cccc(Cl)c3)CC1)n2Cc1ccccc1Cl	-2.6%	19%	18%	-2%	4%	-5.6%	12%	-2%	1.1
14	CN(C)CCCNCCCNC(=O)c1ccco1	-5.8%	-2%	-2%	-12%	-9%	-3.1%	23%	8%	1.1
15	COc1ccc(-c2nc(SCC(=O)N3CCCC3)n[nH]2)cc1	-4.8%	/	/	-3%	-11%	/	-19%	12%	/
16	O=C(COc1cccc2cccnc12)NNC(=O)Nc1ccccc1	-1.1%	-3%	5%	-12%	-10%	-1.2%	-19%	6%	2.2
17	S=C(NNC(=S)NC1CC2C=CC1C2)NC1CC2C=CC1C2 (configuration not stated)	-1.0%	/	/	3%	-7%	/	7%	16%	/
18	COC(=O)c1cc(OC)c(OC)cc1NC(=O)CSc1ccccc1	3.7%	3%	8%	14%	-4%	-4.7%	-43%	9%	1.1
19	Cc1cc2oc(C(=O)N(Cc3cccs3)C3CCS(=O)(=O)C3)cc(=O)c2cc1Cl (configuration not stated)	11%	/	/	4%	-6%	/	-44%	-19%	/
20	Cc1ccc(S(=O)(=O)N(CC(=O)NCCSc2ccccn2)c2ccc(C)c(C)c2)cc1	0.5%	15%	10%	-14%	-1%	-3.2%	27%	20%	1.2
21	O=C(Nc1ccccc1F)c1ccc(-n2cncn2)nc1	1.0%	9%	7%	-19%	-2%	-8.0%	-3%	-13%	1
22	CCOC(=O)c1sc(/S(C)=N\S(=O)(=O)c2cccc(Cl)c2)c2c1CCC=C2 (configuration not stated)	0.1%	/	/	2%	1%	/	22%	25%	/
23	C/C(=C\C(=O)c1ccc(Br)cc1)Nc1ccc(Cl)cc1	2.0%	3%	6%	8%	1%	-2.0%	-19%	21%	1
24	Cn1c(=O)[nH]c(=O)c2c1nc(Br)n2CCSc1ncccn1	2.4%	4%	-3%	-6%	-6%	-0.3%	24%	2%	1.1
25	COCC(=O)N1CCCC(C(=O)c2ccc(-c3ccccc3)c(F)c2)C1 (configuration not stated)	-4.0%	-1%	3%	-28%	-6%	-2.6%	-4%	1%	1.1

# Some of these compounds in order of formula weight, rising.
item	structure	KOR beta-arrestin-1	human PMI inhibitors	PMI inhibitors	NOD1 inhibition	LYP phosphatase	XIAP displacement	KOR beta-arrestin-2	HEK293 NOD2/NF-kB	TNAP activators
14	CN(C)CCCNCCCNC(=O)c1ccco1	-5.8%	-2%	-2%	-12%	-9%	-3.1%	23%	8%	1.1
1	CC(=O)c1ccc(N/C=C\C(=O)c2ccc(C)cc2)cc1	-0.5%	-10%	-7%	-44%	2%	-1.1%	5%	-88%	1.1
6	COc1cc(C(=S)N2CCCC2)ccc1OCC(N)=O	-1.5%	/	/	-30%	-8%	/	-12%	9%	/
7	COc1cc(/C=N/NC(=O)COc2cccc(F)c2)ccc1OS(=O)(=O)c1ccc(C)cc1	4.7%	14%	6%	68%	4%	-8.1%	16%	3%	1

# (list continues)
item	structure	KOR beta-arrestin-1	human PMI inhibitors	PMI inhibitors	NOD1 inhibition	LYP phosphatase	XIAP displacement	KOR beta-arrestin-2	HEK293 NOD2/NF-kB	TNAP activators
26	CC(O)Cn1c(=O)c2c(nc(Br)n2Cc2ccccc2)n(C)c1=O (configuration not stated)	4.8%	-7%	-12%	-14%	-5%	-2.8%	-37%	11%	1.1
27	O=C1[C@@H]2[C@H](C(=O)N1Cc1cccnc1)[C@H]1C=C[C@@H]2C1	/	5%	10%	19%	-2%	-8.6%	2%	16%	1.1
28	COc1cc(S(=O)(=O)NCCN2CCOCC2)ccc1-n1cnnn1	0.6%	-8%	-4%	-23%	-5%	0.1%	2%	18%	1.1
29	CN1C(=O)[C@H](Cc2ccc([N+](=O)[O-])cc2)NC1=S	1.3%	/	/	-8%	1%	/	-10%	-56%	/
30	Cc1cccc(NC(=S)NC2CCSc3ccccc32)c1 (configuration not stated)	-0.2%	/	/	-26%	0%	/	-1%	12%	/
31	O=C(O)c1ccn2c(C(=O)c3ccc(Cl)cc3)c(-c3ccccc3)cc2c1	-2.8%	/	/	9%	-1%	/	-10%	24%	/
32	CCOC(=O)c1c(S(=O)(=O)NCC(=O)N2CCN(c3ccccc3)CC2)c(C)n(C)c1C	-4.2%	/	/	-32%	-1%	/	-27%	-6%	/
33	Cc1ccc(S(=O)(=O)Nn2c(C)nnc2-n2nc(C)cc2C)cc1	-3.7%	6%	1%	-18%	-4%	0.6%	-14%	-1%	1
34	COC(=O)/C=C1\S/C(=N/N=C/c2ccc(Cl)cc2)NC1=O	12%	/	/	-4%	-1%	/	-46%	-25%	/
35	CCOC(=O)C(NC(=O)c1ccccc1)=C1CCCCC1	-0.4%	8%	10%	1%	-1%	-1.5%	-9%	18%	1.1
36	CCCc1cc(C(=O)Nc2sc(C)c(CC)c2C#N)no1	-2.0%	3%	10%	-16%	0%	-3.3%	-32%	26%	1
37	CCNCc1cc2cc(C)ccc2[nH]c1=O	-2.1%	-12%	0%	11%	-10%	-7.1%	-29%	12%	1.1
38	Cc1ccc(S(=O)(=O)NCCCN2CCCC2)cc1	-3.2%	/	/	-11%	-6%	/	4%	1%	/
39	Cc1cc(NS(=O)(=O)c2ccc(OCCNS(C)(=O)=O)cc2)no1	3.2%	-8%	0%	-3%	-2%	-3.5%	22%	6%	1.1
40	CC(C)Cn1c(N)c(C(=O)NCc2cccs2)c2nc3ccccc3nc21	0.0%	36%	42%	16%	6%	-7.2%	-47%	5%	1.3
41	COC(=O)c1ccc(COc2cccc3c2CCN(Cc2ccccc2)C3=O)o1	2.5%	8%	8%	2%	5%	-4.5%	6%	7%	1.1
42	O=C(CN(c1ccc(F)cc1)S(=O)(=O)c1ccccc1)NCCSC1CCCCC1	-2.3%	19%	20%	-4%	-3%	-1.5%	28%	-12%	1.1
43	CC(=O)Nc1cccc(Oc2ccc3c(c2)C(=O)NC3=O)c1	-3.2%	/	/	4%	-12%	/	-4%[20 µM]	4%	/
44	N#CC1(C#N)C(c2ccccc2)OC23CCCCCC2C1(C#N)C(=N)O3 (configuration not stated)	-0.4%	22%	3%	-40%	3%	-10%	1%	-6%	0.8
45	CN(C)N=Nc1ccc2nc[nH]c2c1	3.8%	/	/	-9%	-8%	/	1%	10%	/
46	Cc1ccc(NC(=O)CCC(=O)NNS(=O)(=O)c2ccccc2)c(C)c1	0.0%	2%	-6%	4%	-5%	-3.7%	26%	20%	1.1
47	CCOCN(C(=O)Cn1c(COC)nc2ccccc21)c1c(C)cccc1CC	/	-5%	-3%	0%	1%	-18%	/	6%	1.1
48	O=C(NCc1ccco1)c1ccc(N2CCOCC2)c([N+](=O)[O-])c1	-5.3%	-1%	-2%	-20%	-2%	-2.4%	5%[20 µM]	4%	1
49	O=C(NCCc1ccccc1)C1CCC(CNc2nc(=S)[nH]c3ccccc23)CC1 (configuration not stated)	-1.2%	-15%	-10%	-49%	1%	-3.6%	6%	5%	1.1
50	O=C(O)CCNS(=O)(=O)c1ccc2c(c1)Cc1ccccc1-2	-4.4%	-3%	2%	6%	-6%	-2.6%	-3%	12%	1.1

# Other results.
item	structure	KOR beta-arrestin-1	human PMI inhibitors	PMI inhibitors	NOD1 inhibition	LYP phosphatase	XIAP displacement	KOR beta-arrestin-2	HEK293 NOD2/NF-kB	TNAP activators
51	COc1cccc(-n2c(C)nnc2SCC(=O)Nc2ccccc2N2CCOCC2)c1	-3.0%	6%	-8%	-3%	-5%	0.0%	-21%	15%	1.1
52	O=c1ccc(-c2ccc(S(=O)(=O)Nc3ccc(F)cc3)o2)n[nH]1	-0.8%	/	/	0%	-9%	/	4%	8%	/
53	COC(=O)c1ccc(C(=O)OC)c(NC(=S)N2CCC(C(N)=O)CC2)c1	-2.7%	-6%	-5%	-26%	-5%	-1.7%	5%[20 µM]	8%	1.1
54	CC1CCC(NC(=O)c2ccc(NC3=NC4CS(=O)(=O)CC4S3)cc2)CC1 (configuration not stated)	4.8%	/	/	-19%	-5%	/	1%	16%	/
55	CCOc1ccccc1-c1nnc(CS(=O)(=O)c2ccccc2)o1	2.3%	/	/	35%	-9%	/	-44%	1%	/
56	N/C(=N\OC(=O)CSc1ccccc1)c1ccccn1	7.3%	/	/	20%	-9%	/	-48%	-13%	/
57	Cc1cc(C)cc(NC(=O)c2cc3c(=O)n4ccccc4nc3s2)c1	-1.6%	/	/	3%	-8%	/	-17%	36%	/
58	c1ccc2c(c1)ncn2CCN1CCCCC1	/	-45%	-44%	-22%	-6%	-6.1%	/	-2%	1
59	CCOC(=O)CC1C(=O)NCCN1C(=O)c1cccc(OC)c1 (configuration not stated)	0.2%	/	/	-11%	-7%	/	8%	13%	/
60	COc1ccc(S(=O)(=O)N(CCc2ccccc2)CC(=O)O)cc1C	-0.3%	-9%	0%	7%	-7%	-5.2%	-33%	12%	1.2
61	O=C(Nc1ccccc1-c1nnn(CC(=O)N2CCOCC2)n1)c1ccccc1F	-6.4%	-9%	-6%	4%	-8%	-8.0%	-23%[20 µM]	-14%	1.1
62	CC(=O)c1c(C)[nH]c(C(=O)Nc2cccc(S(=O)(=O)N(C)C)c2)c1C	-3.3%	-4%	-6%	-50%	-5%	-3.2%	-7%	-9%	1.1
63	CCOc1ccccc1Nc1ncnc2ccccc12	4.5%	16%	15%	6%	-8%	-6.7%	34%	1%	1.1
64	O=C(CS(=O)(=O)Cc1ccccc1)Nc1cccnc1	-6.8%	1%	6%	-2%	-10%	-3.3%	14%	1%	1.1
65	COc1ccccc1C(=O)Nn1c(C)nc2ccccc2c1=O	5.3%	/	/	-11%	-5%	/	-16%	-3%	/

# Not all compounds are listed, so the mix of outcomes need not match the whole.
